Bioassay records: PubChem, Broad Institute
SIRT5 block = sirtuin-5 (human) deacylase inhibition; Q9NXA8; Purified SirT5, succinyl-peptide AMC, trypsin-coupled fluorescence; inhibition, % at 15 µM; 1.1% of 330,000 active; AID 652115; in the data active = inhibition above about 15%; inconclusive = no clear call, values can overlap the other calls
Target sequence (Q9NXA8 whole entry, looked up): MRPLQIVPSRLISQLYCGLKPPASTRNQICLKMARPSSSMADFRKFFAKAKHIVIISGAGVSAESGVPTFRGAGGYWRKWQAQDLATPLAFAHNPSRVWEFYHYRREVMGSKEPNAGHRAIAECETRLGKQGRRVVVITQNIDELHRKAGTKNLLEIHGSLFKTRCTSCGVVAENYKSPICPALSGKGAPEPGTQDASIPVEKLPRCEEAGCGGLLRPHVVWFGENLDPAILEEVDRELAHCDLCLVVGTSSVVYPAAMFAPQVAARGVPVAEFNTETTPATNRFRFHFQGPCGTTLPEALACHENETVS
PAX8 inh HTS = PAX8 transcriptional activity inhibition | inhibition, % at 12.6 µM | RMG-I TPO-luciferase reporter, SteadyGlo, 24 h | AID 652154 | 1.2% of 360,000 active;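 active = mean replicate inhibition at least 60% with every replicate also reaching 60%; inconclusive = only one of the two criteria is met; inactive = mean below 60% and not all replicates reaching 60%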;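 also: luciferase light reporting Pax8 driven TPO promoter activity; plate controls were median of neutral control wells for no effect and mitoxantrone controls for full effect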
LGR2 inh = blocks bursicon-induced cAMP signaling via Drosophila LGR2 | HEK293 LGR2, CRE-luciferase, bursicon-stimulated, 4 h | AID 720647 | inhibition, % at 9.99 µM | 0.35% of 380,000 active;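 active = drop in luminescence signal, shown as inhibition above about 50% in the replicate tests, limit read from the data, passing the limit was not always enough; inconclusive = probably only some replicates passing the limit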;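 also: agonist challenge used bursicon conditioned medium at about half maximal strength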
ARNT TACC3 PPI = disrupts binding between human ARNT and TACC3 | AID 623870 | inhibition, % at 9.99 µM | Q9Y6A5 | 0.66% of 390,000 active | AlphaScreen His-ARNT PAS-B/GST-TACC3 binding, luminescence; TACC3 fragment carries E629A point mutation;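 active = mean inhibition of replicates at least 50% and at least half of replicates each reaching 50%; inconclusive = half or more replicates reach 50% but mean below 50%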;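 also: 0% = complete ARNT plus TACC3 wells and 100% = ARNT alone without TACC3; many hits fall short of the cut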
CASP6 VEID inh = blocks human caspase-6 cleavage activity | inhibition, % at 12.5 µM | P55212 | 0.53% of 350,000 active | purified caspase-6, Z-VEID-R110 cleavage fluorescence;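 active = mean inhibition across replicates at least about 35%, with every replicate also reaching that limit, limit read from the data; inconclusive = only one of the two criteria met; inactive = neither criterion met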;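 also: 0% = median of neutral control wells and 100% = no fluorescence left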
Target sequence (P55212 24-179 limits assumed): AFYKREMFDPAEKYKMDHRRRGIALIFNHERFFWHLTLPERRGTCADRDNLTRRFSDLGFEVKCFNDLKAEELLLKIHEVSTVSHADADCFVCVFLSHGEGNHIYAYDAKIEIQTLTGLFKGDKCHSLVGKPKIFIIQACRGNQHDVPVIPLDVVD
Target sequence (P55212 194-293 limits assumed): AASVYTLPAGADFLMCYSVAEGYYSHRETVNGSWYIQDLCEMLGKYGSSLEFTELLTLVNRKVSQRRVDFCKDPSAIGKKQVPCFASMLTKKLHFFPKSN
EWS-Fli block = blocks EWS/Fli oncoprotein-driven transcription | A673 NR0B1-luciferase reporter, viability-normalised | inhibition, % at 12.6 µM | 0.67% of 350,000 active | AID 651661;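 active = mean inhibition of at least 50% after viability correction, with every replicate also passing that limit; inconclusive = mean reaches 50% but only one of two replicates passes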;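 also: firefly luciferase signal divided by Alamar Blue viability fluorescence both relative to DMSO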
DENV2 CPE rescue = DENV2-induced cell death inhibition; DENV2-infected cells, cytopathic effect rescue, plate reader; CPE inhibition, % at 9.99 µM; 1.7% of 350,000 active; in the data active = CPE inhibition above about 20%, passing the limit was not always enough; inconclusive = no clear call, values can overlap the other calls; tested in BHK-21 cells;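 also: 0% = median of neutral control wells and 100% = median of positive control wells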
The depositor's hits bear a star; ? = inconclusive; nt = not tested or not shown.

Start of the listing, in advance:
SMILES	SIRT5 block	PAX8 inh HTS	LGR2 inh	ARNT TACC3 PPI	CASP6 VEID inh	EWS-Fli block	DENV2 CPE rescue
COc1ccc(CN2CCN(Cc3cn(C)nc3-c3ccccc3)CC2CCO)c(C)c1C (stereo not given)	-2	11	-5	25	-1	13	-4
O=C(c1cc(COc2cccc(C(F)(F)F)c2)on1)N1CCC(Oc2cccnc2)CC1	-4	-19	13	-3	5	12	9
CCOC(=O)C1=C(COC(=O)CCc2ccccc2)NC(=O)NC1C (stereo not given)	0	1	-4	-1	-2	6	-13
O=C(C[C@@H]1C=C[C@H](NC(=O)Nc2ccccc2)[C@@H](CO)O1)NCc1ccccn1	-1	-9	-8	6	33	-1	-3
CN(C)C(=O)c1cn(-c2ccc(Cl)cc2)c(=O)c2ccccc12	-3	17	0	-20	0	12	14
CCc1ccc(NC(=S)N(Cc2cccc(Br)c2)CC2CCC(C(=O)O)CC2)cc1 (stereo not given)	2	16	-15	-1	nt	-13	-1
COc1ccccc1-c1csc(C(O)c2ccc(F)cc2)n1 (stereo not given)	-1	-1	-10	nt	-30	-1	-5
CSc1ccc(CN2CCN(C(=O)c3ccc([N+](=O)[O-])cc3)CC2)cc1	0	28	4	1	1	26	16
COc1ccc(CC(=S)NCCc2ccccc2)cc1	0	-2	-10	-2	-3	-10	10
COc1ccccc1NC(=O)N(C)C[C@@H]1Oc2cc(Br)ccc2S(=O)(=O)N([C@H](C)CO)C[C@@H]1C	12	19	-10	nt	-1	3	-1
COc1ccc(S(=O)(=O)N(C)C[C@H]2Oc3ccc(NC(=O)CCN4CCOCC4)cc3C(=O)N([C@H](C)CO)C[C@H]2C)cc1	-3	nt	6	-6	-2	-3	0
COC(=O)c1cc(NC(=O)C2(S(=O)(=O)c3ccc(C)cc3)CC2)cc(C(=O)OC)c1	nt	-9	-6	-7	nt	nt	nt

The listing (from the top)
SMILES	SIRT5 block	PAX8 inh HTS	LGR2 inh	ARNT TACC3 PPI	CASP6 VEID inh	EWS-Fli block	DENV2 CPE rescue
COc1ccc(CN2CCN(Cc3cn(C)nc3-c3ccccc3)CC2CCO)c(C)c1C (stereo not given)	-2	11	-5	25	-1	13	-4
O=C(c1cc(COc2cccc(C(F)(F)F)c2)on1)N1CCC(Oc2cccnc2)CC1	-4	-19	13	-3	5	12	9
CCOC(=O)C1=C(COC(=O)CCc2ccccc2)NC(=O)NC1C (stereo not given)	0	1	-4	-1	-2	6	-13
O=C(C[C@@H]1C=C[C@H](NC(=O)Nc2ccccc2)[C@@H](CO)O1)NCc1ccccn1	-1	-9	-8	6	33	-1	-3
CN(C)C(=O)c1cn(-c2ccc(Cl)cc2)c(=O)c2ccccc12	-3	17	0	-20	0	12	14
CCc1ccc(NC(=S)N(Cc2cccc(Br)c2)CC2CCC(C(=O)O)CC2)cc1 (stereo not given)	2	16	-15	-1	nt	-13	-1
COc1ccccc1-c1csc(C(O)c2ccc(F)cc2)n1 (stereo not given)	-1	-1	-10	nt	-30	-1	-5
CSc1ccc(CN2CCN(C(=O)c3ccc([N+](=O)[O-])cc3)CC2)cc1	0	28	4	1	1	26	16
COc1ccc(CC(=S)NCCc2ccccc2)cc1	0	-2	-10	-2	-3	-10	10
COc1ccccc1NC(=O)N(C)C[C@@H]1Oc2cc(Br)ccc2S(=O)(=O)N([C@H](C)CO)C[C@@H]1C	12	19	-10	nt	-1	3	-1
COc1ccc(S(=O)(=O)N(C)C[C@H]2Oc3ccc(NC(=O)CCN4CCOCC4)cc3C(=O)N([C@H](C)CO)C[C@H]2C)cc1	-3	nt	6	-6	-2	-3	0
COC(=O)c1cc(NC(=O)C2(S(=O)(=O)c3ccc(C)cc3)CC2)cc(C(=O)OC)c1	nt	-9	-6	-7	nt	nt	nt
COc1ccc2nc3cc([N+](=O)[O-])ccc3c(NNc3ccc([N+](=O)[O-])cc3)c2c1	nt	-14	nt	3	0	-15	2
C[C@H](CO)N1C[C@H](C)[C@@H](CN(C)S(=O)(=O)c2cn(C)cn2)Oc2ccc(NC(=O)C3CCCCC3)cc2CC1=O	-2	-16	-6	5	1	4	0
CCNc1nc(Cl)nc(NC2CCCCC2)n1	-1	-13	-26	7	-2	-17	-7
Fc1nc(F)c(F)c(NCCCNc2c(F)c(F)nc(F)c2F)c1F	-2	23	9	22	-2	-3	17
Cc1nc(CCNC(=O)CC2C(=O)NCCN2Cc2ccccc2)nc2c1CCC2 (stereo not given)	-2	nt	-10	6	0	9	12
COc1c(C)cc(C(=O)C2CCCN(S(=O)(=O)c3c(C)noc3C)C2)cc1C (stereo not given)	-1	16	38	-5	-2	0	14
C[C@@H]1CCCCO[C@@H](CN(C)Cc2ccc(C(=O)O)cc2)[C@H](C)CN([C@H](C)CO)C(=O)c2cc(NS(=O)(=O)c3cn(C)cn3)ccc2O1	nt	-2	-15	-1	nt	-12	6
CN(C(=O)COC(=O)/C=C/c1ccc2ccccc2n1)C1CCS(=O)(=O)C1 (stereo not given)	1	25	nt	4	0	17	-6
Cc1ccc([C@H]2C[C@@H](O)[C@H](n3cc(COC(=O)c4ccccc4)nn3)CN2C(=O)C2CCCCC2)cc1	-1	-2	-6	nt	5	-3	7
O=C(C[C@@H]1CC[C@@H](NC(=O)Cc2cccnc2)[C@@H](CO)O1)Nc1ccc(-c2ccccc2)cc1	-1	2	9	1	-1	0	-1
COc1ccc(C(=O)NNC(=O)C(=O)NC(C)c2ccccc2)cc1OC (stereo not given)	0	15	-12	-8	0	-8	-5
C/C=C/c1ccc2c(c1)[C@H]1[C@H](CCN1S(=O)(=O)c1ccccc1)[C@H](CO)N2	-2	-18	-16	-14	nt	-7	-6
COc1ccccc1C#Cc1ccc([C@@H]2[C@@H](CO)N3CCCCN(CCC(F)(F)F)C[C@H]23)cc1	-1	23	-1	21	-1	11	15
COc1ccccc1C(CNC(=O)c1cccc(S(=O)(=O)Nc2ccc(C)cc2)c1)N(C)C (stereo not given)	0	11	20	-2	-190	-6	-2
O=C(Nc1cc(-c2nc3ncccc3o2)ccc1Cl)c1cccs1	3	21	4	2	-2	-1	19
CCN=C(NCC)SC1CC(=O)N(CCc2ccccc2)C1=O (stereo not given)	2	-6	-11	nt	-1	-9	0
O=C(C(=O)N1CCCc2ccccc21)c1c[nH]c2ccccc12	-2	nt	3	3	4	-6	-4
C[C@@H]1CCCCO[C@H](CN(C)C(=O)NC2CCCCC2)[C@H](C)CN([C@H](C)CO)C(=O)c2cc(NC(=O)Nc3ccc(F)cc3)ccc2O1	2	71*	4	12	2	-2	-6
Cc1cc(C(=O)NCC(c2ccco2)N(C)C)ccc1[N+](=O)[O-] (stereo not given)	6	0	5	-3	-3	-6	-7
O=C(C[C@@H]1CC[C@H]2[C@@H](COC[C@@H](O)CN2C(=O)Nc2cccc(Cl)c2)O1)NCC1CCCCC1	2	-29	-5	-1	-2	-38	-4
C[C@@H]1CCCCO[C@H](CN(C)Cc2ccccc2)[C@@H](C)CN([C@@H](C)CO)C(=O)c2cc(NC(=O)Nc3ccc(C(F)(F)F)cc3)ccc2O1	3	119*	3	2	-4	?	-13
COc1ccc(-c2cc(C(=O)N/N=C/c3cccnc3)c3ccccc3n2)cc1	0	-33	-39	2	0	nt	0
COc1cccc(-n2c(Cc3cc(=O)[nH]c(=O)[nH]3)nnc2SCC(=O)N2CCCCC2)c1	nt	15	-4	-4	4	10	-5
O=c1cc(-c2ccccc2[N+](=O)[O-])oc2ccccc12	-1	0	13	-3	-4	39	-2

The list goes on, starting with the last 3 of the part before.
SMILES	SIRT5 block	PAX8 inh HTS	LGR2 inh	ARNT TACC3 PPI	CASP6 VEID inh	EWS-Fli block	DENV2 CPE rescue
COc1ccc(-c2cc(C(=O)N/N=C/c3cccnc3)c3ccccc3n2)cc1	0	-33	-39	2	0	nt	0
COc1cccc(-n2c(Cc3cc(=O)[nH]c(=O)[nH]3)nnc2SCC(=O)N2CCCCC2)c1	nt	15	-4	-4	4	10	-5
O=c1cc(-c2ccccc2[N+](=O)[O-])oc2ccccc12	-1	0	13	-3	-4	39	-2
COc1ccc2c3c([nH]c2c1)[C@@H](CO)N(C(=O)Nc1ccc(F)cc1)CC31CN(C(=O)Nc2ccc3c(c2)OCO3)C1	0	nt	6	nt	1	-1	18
C[C@H](CO)N1C[C@H](C)[C@H](CN(C)C(=O)C2CCC2)Oc2cc(C#CCN(C)C)ccc2S1(=O)=O	-1	nt	3	-6	0	-2	4
CC(=O)c1c(C)[nH]c(C(=O)OCC(=O)NCc2ccc3c(c2)OCO3)c1C	-7	0	1	9	1	3	0
O=C1CC(SCc2nc3ccccc3[nH]2)C(=O)N1c1cccc(F)c1 (stereo not given)	-1	nt	-67	14	7	-14	0
O=[N+]([O-])c1cccc(-n2cc3ccc([N+](=O)[O-])cc3n2)c1	-1	-61	-50	-5	0	-47	0
Cc1cc(=O)oc2c(C)c(OCC(=O)N3CCN(c4ccccc4)CC3)ccc12	-3	9	-1	1	1	-2	-5
Cc1ccc(-c2nnc(N3CCOCC3)c3ccccc23)cc1S(=O)(=O)N(C)C	0	-10	6	-3	0	6	?
C[C@H]1CN([C@@H](C)CO)C(=O)c2cccc(NC(=O)c3ccncc3)c2O[C@H]1CN(C)S(C)(=O)=O	0	-23	3	-6	1	0	6
Cc1ccc([C@H]2C[C@@H](n3cc(COC(=O)c4ccccc4)nn3)[C@H](O)CN2Cc2cccs2)cc1	-5	-4	-13	nt	-2	9	-9
Fc1cccc(CN2[C@@H]3CNC[C@H]2C3c2ccc(/C=C/c3ccccc3)cc2)c1 (stereo not given in full)	-1	nt	-4	nt	0	nt	6
C/C=C/c1ccc2c(c1)O[C@H](CN(C)C(=O)Cc1ccncc1)[C@H](C)CN([C@H](C)CO)S2(=O)=O	2	19	-10	1	1	5	-4
COc1ccccc1C#Cc1ccc2c(c1)O[C@@H](CN(C)Cc1cccnc1)[C@@H](C)CN([C@@H](C)CO)S2(=O)=O	-6	24	20	17	-3	17	1
Cc1cc(Oc2cccnc2)ccc1NC(=O)Cc1cn(C)c2ccccc12	nt	-10	20	nt	0	1	-8
C[C@@H]1CN([C@@H](C)CO)C(=O)c2cc(NC(=O)c3ccncc3)ccc2O[C@@H](C)CCCCO[C@H]1CN(C)C(=O)Nc1ccccc1	4	-23	-11	2	2	-14	?
Cc1ccc(NS(=O)(=O)c2ccc3c(c2)n(C)c(=O)c(=O)n3C)c(C)c1	-1	12	16	nt	0	2	4
CC(=O)Nc1ccc(S(=O)(=O)N(C)CC(=O)OCC(=O)c2cc(C)n(-c3ccc4c(c3)OCO4)c2C)cc1	-6	2	-34	2	3	6	-1
CC(C)c1ccccc1NC(=O)COC(=O)c1cc(=O)[nH]c(=O)[nH]1	1	7	-1	-7	2	-2	-5
CO[C@H]1CN(C)C(=O)c2cc(NC(=O)Nc3c(C)noc3C)ccc2OC[C@@H](C)N(C)C[C@H]1C	-6	-7	-1	-1	1	3	0
C/C(=N/NC(=O)CNC(=O)c1ccco1)c1ccc(Cl)cc1	2	-13	-2	-5	-2	nt	7
CN(CCO)c1ncnc2nc[nH]c12	-1	-1	7	1	1	-2	-9
Cc1nc(CC(=O)NNS(=O)(=O)c2ccc3ccccc3c2)cs1	nt	16	8	-5	nt	nt	nt
CCNC(=O)C[C@H]1C=C[C@@H](NC(=O)NC2CCCCC2)[C@H](CO)O1	2	-4	-13	1	-1	2	-3
O=C(CSc1nccn(-c2ccc(Br)cc2)c1=O)Nc1ccccc1F	-1	-23	10	0	2	-11	3
CC(=O)N1CCc2c(sc(NC(=O)CS(=O)(=O)c3ccc(F)cc3)c2C(N)=O)C1	5	-2	-19	4	7	-8	2
